BRCT PPI green: inhibitors of human BRCA1 BRCT-phosphoprotein interaction (green fluorophore) | BRCA1 BRCT-phosphopeptide binding, green fluorescence polarization | Potency, µM (highest dose often 76.9 µM), inactives show at the highest dose activity change, negative = inhibition, most hits filed as inhibitors | actives 0.05% (n = 75,000);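 further: potency means the concentration at half of the fitted maximal effect; plate controls were peptide without protein for full effect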
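Compounds were incubated for 12 min at room temperature with a complex of 100 nM fluorescein-tagged pBACH1 decapeptide and 250 nM His-tagged BRCT protein. Buffer was phosphate pH 7.3 with EDTA, DTT and Tween 20. Disruption of binding lowers the polarization signal.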
USP2a inh: blocks human ubiquitin-specific protease USP2a; USP2a enzymatic assay, qHTS inhibition; Potency, µM (series often up to 38.3 µM), without a hit: at the highest dose activity change, negative = inhibition, most hits filed as inhibitors; actives 0.1% (n = 60,000); AID 927;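 further: potency means the concentration at half of the fitted maximal effect; nearly all actives have a fitted effect of over 60% in size; plate controls were DMSO for no effect and NEM full inhibition control for full effect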
Target sequence (O75604 whole entry, looked up): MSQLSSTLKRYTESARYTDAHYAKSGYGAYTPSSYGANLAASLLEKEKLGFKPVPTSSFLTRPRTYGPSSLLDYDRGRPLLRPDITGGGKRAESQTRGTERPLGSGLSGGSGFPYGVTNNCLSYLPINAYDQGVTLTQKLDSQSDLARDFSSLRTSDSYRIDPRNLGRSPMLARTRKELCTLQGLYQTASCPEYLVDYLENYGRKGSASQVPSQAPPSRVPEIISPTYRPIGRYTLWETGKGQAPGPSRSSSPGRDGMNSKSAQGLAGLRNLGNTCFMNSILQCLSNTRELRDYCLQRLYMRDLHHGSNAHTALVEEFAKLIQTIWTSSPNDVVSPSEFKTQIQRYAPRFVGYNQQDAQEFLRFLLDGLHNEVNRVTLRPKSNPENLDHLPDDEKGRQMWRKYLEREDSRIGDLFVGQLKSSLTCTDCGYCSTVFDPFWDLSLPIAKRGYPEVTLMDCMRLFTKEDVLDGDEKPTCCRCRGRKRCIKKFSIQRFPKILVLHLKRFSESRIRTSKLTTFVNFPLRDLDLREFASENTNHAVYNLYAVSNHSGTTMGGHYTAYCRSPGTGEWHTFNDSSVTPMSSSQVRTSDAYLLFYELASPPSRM
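Coupled readout: USP2-cleaved Ub-PLA2 (20nM final) turns over NBD C6-HPC (20uM final), Ex 460nm/Em 535nm after 2.5 h, time-zero read flagging artifacts. Enzyme (20nM final, pH 8.0 Tris) given 30 min RT with compound first; NEM defines full inhibition.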
Rhodamine autofl: compound autofluorescence in rhodamine spectral region. Rhodamine-region fluorescence, 547/598 nm, Tris buffer; hits give high values. max dye-equivalent concentration, M. actives 0.05% (n = 59,000); in the data active means max dye-equivalent concentration above about 11 nM; inconclusive means between about 1.1 nM and that limit
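Intrinsic compound fluorescence, ex 547 / em 598 nm, CCD imager. Tris 100 mM pH 8.0; 15 min RT. Output = rhodamine dye-equivalent concentration at each compound concentration.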
Caspase-1 inhib: blocks human caspase-1 allosterically or competitively. Caspase-1 enzyme, Ac-WEHD-AFC fluorogenic rate. Potency, µM (series often up to 57.5 µM), for inactives: at the highest dose activity change, negative = inhibition, usual class: inhibitors. actives 0.03% (n = 75,000). AID 900;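 further: potency means the concentration at half of the fitted maximal effect; plate controls were vehicle for no effect and no substrate for full effect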
BRCT inh red: inhibitors of human BRCA1 BRCT-phosphoprotein interaction (red fluorophore); P38398; BRCT-phosphopeptide binding, red fluorescence polarization; Potency, µM (top dose mostly 76.9 µM), inactives show at the top dose activity change, negative = inhibition, hits mostly inhibitors; actives 0.03% (n = 75,000); AID 892; further: on the % scale 0 is the no-effect control and ±100 the full control effect
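Fluorescence polarization: 100 nM His-tagged BRCA1 BRCT with 100 nM TAMRA-labelled phospho-BACH1 decapeptide, phosphate buffer pH 7.3 with 150 mM NaCl, DTT, 0.01% Tween 20; 12 min RT. Binding inhibition seen as FP decrease.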
Fluorescein autfl: fluorescein region autofluorescence; max fluorescein-equivalent concentration, M; Compound autofluorescence, 480/540 nm, fluorescein-equivalent; hits give high values; AID 593; actives 0.91% (n = 59,000); in the data active means max fluorescein-equivalent concentration above about 10 nM; inconclusive means between about 1.1 nM and that limit
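Read-out is intrinsic compound fluorescence at 480/540 nm (excitation/emission), expressed as dye-equivalent concentration using a fluorescein standard series run on every plate. Compounds sat 15 min at room temperature in 100 mM Tris, pH 8.0.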
Caspase-7 inhib: blocks human caspase-7 allosterically or competitively | P55210 | recombinant caspase-7, Ac-DEVD-AFC fluorescence rate | Potency, µM (series often up to 57.5 µM), for inactives: at the highest dose activity change, negative = inhibition, hits mostly inhibitors | actives 0.02% (n = 75,000) | AID 889; active means well fitted inhibition curve with a large enough effect in the main read-out, with a control signal flat, not every such curve was filed as active; inconclusive means small, poorly fitted or top-dose-only effect, or a change in a side signal; further: potency means the concentration at half of the fitted maximal effect; % of control where 0% means no effect
Target sequence (P55210 24-198 limits assumed): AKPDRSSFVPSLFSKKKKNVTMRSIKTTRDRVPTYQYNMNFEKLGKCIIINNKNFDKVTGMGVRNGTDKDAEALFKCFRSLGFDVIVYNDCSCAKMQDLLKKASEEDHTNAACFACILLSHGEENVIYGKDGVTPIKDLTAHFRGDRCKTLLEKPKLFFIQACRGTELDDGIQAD
Target sequence (P55210 207-303 limits assumed): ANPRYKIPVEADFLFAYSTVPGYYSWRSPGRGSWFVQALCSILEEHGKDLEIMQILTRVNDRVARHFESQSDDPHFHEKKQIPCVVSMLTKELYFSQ
A350 fluor: compounds fluorescent in Alexa 350 spectral region; Compound autofluorescence, 340/450 nm, Alexa 350 dye-equivalents; hits give high values; actives 11% (n = 59,000); max dye-equivalent concentration, M; AID 590; in the data active means max dye-equivalent concentration above about 10 nM; inconclusive means mostly about 1.1 nM to 9.6 nM
4MU fluor: compounds fluorescent in 4-MU spectral region | compound autofluorescence, 340/450 nm, 4-MU equivalents; hits give high values | max dye-equivalent concentration, M | actives 11% (n = 59,000) | AID 589; in the data active means max dye-equivalent concentration above about 10 nM; inconclusive means mostly about 1.1 nM to 9.6 nM
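Compounds in 100 mM Tris, pH 8.0, incubated 15 min at room temperature, then fluorescence read at 340 nm excitation/450 nm emission. Signal converted to 4-MU dye-equivalent concentration using an on-plate six-point 4-MU standard curve.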
TexasRed autofl: compounds fluorescent in Texas Red spectral region; Compound fluorescence, Texas Red channel, 547/618 nm; hits give high values; AID 587; max dye-equivalent concentration, M; actives 0.06% (n = 59,000); in the data active means max dye-equivalent concentration above about 10 nM; inconclusive means between about 1.1 nM and that limit
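Fluorescence at ex 547/em 618 nm, normalized against an on-plate Texas Red standard series to give dye-equivalent concentration per compound concentration. Buffer 100 mM Tris, pH 8.0; 15 min RT incubation before CCD imaging.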
HEK293 cAMP cs: counter-screen for TSHR agonists: cAMP increase in parental HEK293; actives 2.5% (n = 73,000); parental HEK293 CNG cAMP sensor, membrane potential fluorescence; Potency, µM (doses to about 57.1 µM), for inactives: at the top dose activation, hits mostly activators; further: potency means the concentration at half of the fitted maximal effect; % of control where 0% means no effect; nearly all actives have a fitted effect of over 55% in size
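Counterscreen for endogenous-receptor signalling: CNG-channel HEK 293 cells report cAMP rise by membrane depolarization. After 60 min dye equilibration with 100 uM RO 20-1724, compounds incubated 30 min before bottom-read fluorescence at 590 nm.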
The depositor's hits bear a star; i = inactive; ? = inconclusive; . = no result given; [ ] = remark or other dose. Unless noted, the call rests on the fitted dose curve; in most records, active means well fitted curve in the direction sought with a large enough effect; inconclusive means small, poorly fitted or top-dose-only effect, or another doubt; inactive means no such curve, though single readings can be large; an effect the other way counts as inactive or inconclusive. A portion of the library, so the mix of outcomes need not match the whole.

SMILES | BRCT PPI green | USP2a inh | Rhodamine autofl | Caspase-1 inhib | BRCT inh red | Fluorescein autfl | Caspase-7 inhib | A350 fluor | 4MU fluor | TexasRed autofl | HEK293 cAMP cs
Cc1cc(C)n(CCCNCC(O)c2ccccc2)n1 (stereo unspecified) | -0.2% | -11% | i | 1% | 0.6% | i | 1% | i | i | i | 3%
Cc1ccc(-c2nn(CC(=O)NCc3ccco3)c(=O)c3ccccc23)cc1 | 0.0% | -1% | i | 0% | 0.3% | ? | -1% | i | i | i | ?
COc1ccc(NC(=O)CSc2nnc(COc3ccccc3)n2Cc2ccco2)cc1OC | -1.0% | 21% | i | -1% | -0.3% | ? | -1% | i | i | ? | ?
O=C1OC2(c3ccccc3)C3CCCC2C13 | -4.1% | -8% | i | 4% | -0.4% | i | -1% | i | i | ? | 3%
COc1ccc(N(CC(=O)Nc2cc(OC)ccc2OC)S(C)(=O)=O)cc1 | 1.4% | 12%[7.66 µM] | . | 2% | 0.1% | . | 0% | . | . | . | -2%[11.4 µM]
COc1cc2c(cc1OC)C(/C(C#N)=N\O)=NC(C)(C)C2 | 0.0% | -11% | i | -1% | 0.7% | ? | 0% | i | i | i | 2%
CCc1cccc(NC(=O)CCc2nc(-c3cccs3)no2)c1 | -1.1% | . | . | -2% | -0.9% | . | -3% | . | . | . | 28%
O=C(COc1ccc2oc3c(c2c1)CCCC3)Nc1ccccn1 | -1.8% | 2% | i | -2% | -0.1% | i | -1% | i | i | i | ?
COC(=O)Nc1ccc2c(c1)N(C(=O)CCN1CCOCC1)c1ccccc1S2 | 0.6% | 11% | i | 2% | 0.2% | ? | -2% | 5.7e-08M* | 5e-08M* | ? | 1%
O=C(O)Cn1cc(C(=O)C2CC2)c2ccccc21 | -1.1% | 6% | i | 0% | 1.0% | i | -1% | i | i | i | 13%
N#CCCC12CCCCC1=Nc1ccccc12 (stereo unspecified) | -1.6% | -8% | i | -3% | 0.1% | ? | -4% | i | i | i | 2%
CCOC(=O)C1CCN(c2c(NC3CCCc4ccccc43)c(=O)c2=O)CC1 (stereo unspecified) | -2.5% | . | . | -1% | -1.6% | . | 0% | . | . | . | 8%
Cc1ccc(NC2=CC(=O)CC(c3ccco3)C2)c(N)c1 (stereo unspecified) | 1.1% | 11% | . | 0% | 1.1% | . | -3% | . | . | . | 4%
CC(=O)c1c(N2CCN(C(=O)C3CCCO3)CC2)nc(=S)n(-c2ccccc2)c1C (stereo unspecified) | -0.3% | -6% | i | -1% | -1.7% | i | 0% | i | i | i | -3%
CCN(CC)CCCN1C(=O)C(=O)/C(=C(/O)c2c(C)nc3ccccn23)C1c1ccc(C)o1 (stereo unspecified) | -1.7% | 1% | i | -2% | 0.1% | ? | -3% | ? | i | i | 2%
Fc1ccc(Cn2nnnc2CN2CCN(C3CCCC3)CC2)cc1 | -1.6% | -1% | i | 3% | -0.8% | ? | 4% | i | i | ? | ?
CCN(CC)C(=O)CSc1nc2ncccc2[nH]1 | -1.6% | 0% | i | 0% | -1.0% | ? | 1% | i | i | ? | 1%
CCOC(=O)C1CCN(C(=O)CSc2cc(=O)n(C)c3ccccc23)CC1 | 0.0% | 9% | i | 1% | -1.0% | i | 0% | i | i | i | 9%
CC(=O)c1ccc(NS(=O)(=O)c2ccccc2)cc1 | -0.4% | 1%[7.66 µM] | . | -2% | -1.3% | . | -3% | . | . | . | 1%[11.4 µM]
CCCCc1nnc(NC(=O)CSc2nc(=O)cc(N)n2-c2ccccc2)s1 | 1.2% | 31%[activator] | i | -5% | 0.6% | ? | -8% | i | i | i | 12%
CC(C)NC(=O)c1cc(=O)n(C)c(=O)n1C | -1.1% | 0% | i | 1% | -0.4% | i | 1% | i | i | i | 4%
O=C1[C@@H]2[C@H]3C(=CC[C@@H]2C(=O)N1Cc1ccccc1)C1(OCCCO1)[C@H]1O[C@@H]1[C@H]3O | -1.6%[15.4 µM] | . | . | -1%[11.5 µM] | 0.4%[15.4 µM] | . | 0%[11.5 µM] | . | . | . | -1%[11.4 µM]
O=C(OC(C(=O)NCC1CCCO1)c1ccccc1F)c1ccco1 (stereo unspecified) | -0.4% | . | i | -2% | -0.3% | i | 2% | ? | ? | ? | 3%
c1ccc(COCc2ccccc2)cc1 | -1.2% | . | . | 1% | 0.3% | . | -2% | . | . | . | ?
Cc1ccc(C2C3=C(CC(C)(C)CC3=O)Nc3[nH]c(=S)[nH]c(=O)c32)cc1 (stereo unspecified) | -2.6% | ? | i | -5% | 0.5% | i | -1% | ? | ? | i | 7%
Cc1oc2cc3c(C(=O)OCCN(C)C)c(C)oc3cc2c1C(=O)OCCN(C)C | -0.8% | 8% | i | 2% | -1.1% | i | -1% | i | i | i | 5%
CCOc1ccc(-n2c(SCc3ccc(C(=O)OC)o3)nc3c(c2=O)SCC3)cc1 | 0.8% | 36%[activator] | i | 0% | -1.8% | ? | -6% | i | i | i | 10%
CCN1CCN(C(=O)C2c3cc(OC)c(OC)cc3C(=O)N(C)C2c2ccc(SC)cc2)CC1 (stereo unspecified) | -0.8% | 1% | i | 0% | -0.2% | i | -1% | ? | ? | ? | 0%
COc1ccc(CCN(Cc2nc(-c3ccccc3)no2)Cc2nc(-c3ccccc3)no2)cc1OC | -0.5% | -6% | i | 0% | -1.4% | i | -4% | i | i | i | 17%
O=C1c2ccccc2C(=O)N1SC1CCCCC1 | -6.8% | -4% | i | 1% | -2.6% | i | 1% | i | i | i | -19%
CCOC(=O)c1ccc(-n2c(C)nc3ccccc3c2=O)cc1 | -3.2% | 7% | . | -1% | 0.3% | . | 0% | . | . | . | 11%
C=CCn1cnc2c(c1=O)c1nc3ccccc3nc1n2Cc1ccccc1 | -1.4% | -2% | i | 3% | -0.7% | i | 0% | 2e-07M* | 2.2e-07M* | ? | 4%
COCCn1c(SCC(=O)NCCc2ccccc2)nnc1-c1ccco1 | -0.1% | . | i | -2% | 0.4% | i | 0% | i | i | i | 14%
CN1CCN(CC(=O)N2CCn3c4c(c5cc(C6CCCCC6)ccc53)CCCC42)CC1 (stereo unspecified) | -2.4% | 24% | . | -2% | 0.2% | . | -1% | . | . | . | 4%
CCc1ccc(NC(=O)c2cccnc2)cc1 | -1.2% | -2% | i | 2% | 0.2% | ? | 0% | i | i | i | -12%
CCOC(=O)C1CCN(C(=O)CN(c2ccc(OC)cc2)S(=O)(=O)c2c(C)nn(C)c2C)CC1 | 0.1% | . | . | 2% | -1.3% | . | 1% | . | . | . | -4%
CCOc1ccccc1-c1nc(C(N)=O)c2[nH]c(=O)n(-c3cccc(C)c3)c2n1 | 13% | 46%[activator] | i | -2% | 14% | i | -3% | 3.4e-08M* | 3.4e-08M* | i | ?
COc1ccccc1CN1C(=O)[C@@H]2C(CC(N)=O)NC3(C(=O)Nc4c3ccc(Cl)c4C)[C@@H]2C1=O (stereo partly specified) | 1.0% | 30% | i | 0% | -0.3% | ? | -2% | i | i | i | -2%
Cc1ccc(-c2noc(-c3ccccc3Br)n2)cc1 | -1.2% | -2% | . | -3% | 1.8% | . | -2% | . | . | . | 12%
CC(=O)N1CCC2(CCCN(c3ccccn3)C2)CC1 | -2.7% | -26% | i | -3% | -1.3% | ? | 0% | i | i | i | 25%
O=C(c1ccco1)N1CCCN(C(=O)c2ccco2)CC1 | -1.1% | 2% | i | 0% | -0.5% | i | 0% | i | i | ? | 11%
CC(=O)CC1OC(=O)C(Br)=C1NCc1ccccc1 (stereo unspecified) | 0.1% | -3% | i | -2% | 0.1% | i | 2% | i | i | i | 4%
Cc1ccc(C(=O)OCC(=O)Nc2sc3c(c2C#N)CCCCC3)cc1NC(=O)c1ccco1 | -3.6% | 34%[activator] | i | -3% | -1.0% | ? | -3% | i | i | ? | 10%
CS(=O)(=O)N(CC(=O)NCC1CCCO1)Cc1ccc(Cl)cc1 (stereo unspecified) | -0.4% | 5% | i | 0% | -1.3% | ? | 1% | i | i | i | 7%
CS(=O)(=O)N(Cc1ccccc1)c1ccccn1 | -3.2% | 0% | . | -1% | -0.1% | . | -1% | . | . | . | -1%
Cn1c(=O)c2c(SCC(=O)c3ccccc3)nc(C3CC3)nc2n(C)c1=O | -0.8% | . | . | -1% | -1.1% | . | 1% | . | . | . | 5%

Part of the list above in order of molecular weight, largest number first.
SMILES | BRCT PPI green | USP2a inh | Rhodamine autofl | Caspase-1 inhib | BRCT inh red | Fluorescein autfl | Caspase-7 inhib | A350 fluor | 4MU fluor | TexasRed autofl | HEK293 cAMP cs
COc1ccccc1CN1C(=O)[C@@H]2C(CC(N)=O)NC3(C(=O)Nc4c3ccc(Cl)c4C)[C@@H]2C1=O (stereo partly specified) | 1.0% | 30% | i | 0% | -0.3% | ? | -2% | i | i | i | -2%
CCCCc1nnc(NC(=O)CSc2nc(=O)cc(N)n2-c2ccccc2)s1 | 1.2% | 31%[activator] | i | -5% | 0.6% | ? | -8% | i | i | i | 12%
Cn1c(=O)c2c(SCC(=O)c3ccccc3)nc(C3CC3)nc2n(C)c1=O | -0.8% | . | . | -1% | -1.1% | . | 1% | . | . | . | 5%
CC(C)NC(=O)c1cc(=O)n(C)c(=O)n1C | -1.1% | 0% | i | 1% | -0.4% | i | 1% | i | i | i | 4%
